LMPTP inh – LMPTP (human) inhibition | AID 651560 | 0.22% of 360,000 active | inhibition, % at 20 µM | recombinant LMPTP-A, OMFP fluorogenic substrate, fluorescence intensity | P24666;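 active = compounds that cut the enzyme signal by at least half of the control window in the single-dose screen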;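 also: plate controls were DMSO wells with enzyme plus substrate for no effect and substrate without enzyme for full effect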
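Test system: LMPTP-A phosphatase enzyme. Amount: LMPTP-A at 0.625 nM final in the reaction. Reagent: OMFP substrate, 400 µM final. Times: 50 min at room temperature. Signal: endpoint fluorescence intensity from OMFP dephosphorylation. Read-out basis: % inhibition. Benchmarks: no-enzyme and uninhibited controls.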
STEP block – STEP (human) phosphatase inhibition; recombinant STEP, OMFP fluorogenic substrate, fluorescence; inhibition, % at 20 µM; 0.25% of 360,000 active; AID 588621;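 active = inhibition at 20 µM, scaled per plate between control wells, above about 37%, limit read from the data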;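 also: 0% = DMSO with enzyme and substrate and 100% = substrate only without enzyme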
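medium = Bis-Tris buffer pH 6.0, 2.5 mM DTT, 0.005% Tween 20 | test system = STEP (striatal-enriched tyrosine phosphatase) enzyme, cell-free | measure = normalized % inhibition | compound dosing = 20 µM, 1% DMSO | also added = 25 µM OMFP | schedule = reaction 20 min, ambient temperature | measured by = fluorescence read at 480 nm ex / 540 nm em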
Tb MetRS inh – Trypanosoma brucei MetRS inhibition; purified T. brucei MetRS, ATP depletion, Kinase-Glo luminescence; inhibition, % at 11.9 µM; 0.4% of 360,000 active; AID 624268;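 active = inhibition above a per-plate cutoff of the control wells' mean inhibition plus 3 SD, cut at about 5.5% in these data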;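 also: 0% = DMSO wells median and 100% = median of wells with control inhibitor compound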
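Measured by: Kinase-Glo luciferase luminescence reporting remaining unconsumed ATP. Material: purified T. brucei MetRS enzyme. Doses: 11.9 µM compound single dose, 0.9% DMSO. Medium: HEPES buffer containing pyrophosphatase, BSA, spermine, DTT. Times: 15 min preincubation, 2 h reaction, all 25 °C. Reagent: methionine, ATP and bulk E. coli tRNA.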
CendR NRP1 mod – modulators of CendR peptide binding to human neuropilin-1 | O14786 | FAM-RPARPAR peptide binding to NRP-1, fluorescence polarization | inhibition, % at 25 µM | 0.85% of 360,000 active;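 active = inhibition or corrected inhibition above about 18%, plus a signal ratio from 0.5 to 1.5, limit read from the data, passing the limit was not always enough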; also: strong numbers were not always called active
Neddyl block – cullin neddylation inhibition | P61081+Q13564 | TR-FRET cullin neddylation, biochemical | calls only at 25 µM | 0.58% of 360,000 active; in the data active = inhibition above about 36%
SUMO1 PPI mod – SUMO1-SIM interaction modulation | inhibition, % at 20 µM | AID 602429 | P63165 | SUMO1 binding to a labelled peptide, TR-FRET, 1 h | 0.33% of 360,000 active; in the data active = inhibition above about 37%
Scp-1 inhibitor – Scp-1 (human) phosphatase inhibition; inhibition, % at 20 µM; Q9GZU7; Recombinant Scp1, phosphopeptide, malachite green phosphate absorbance; AID 493091; 0.88% of 340,000 active;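 active = inhibition above about 50% at 20 µM, limit read from the data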;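 also: plate controls were DMSO wells with enzyme for no effect and wells lacking enzyme for full effect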
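Material: truncated SCP-1 phosphatase (76-261aa) / Buffer or medium: 50 mM Tris acetate pH 5.5, 0.005% Tween-20, 10 mM MgCl2 / Compound dosing: one concentration, 20 µM, with 1.0% DMSO / Incubation: 45 min room-temperature reaction, 5 min colour, 30 min stabiliser / Detection: colorimetric free-phosphate detection, absorbance 630 nm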
DNMT1 inh – blocks human DNA methyltransferase DNMT1 | P26358 | DNMT1 molecular beacon, Hinp1I cleavage, fluorescence | inhibition (reported as % activation of signal), % at 10 µM | 0.83% of 360,000 active; in the data active = inhibition above about 50%
Target sequence (P26358 504-1616 limits assumed): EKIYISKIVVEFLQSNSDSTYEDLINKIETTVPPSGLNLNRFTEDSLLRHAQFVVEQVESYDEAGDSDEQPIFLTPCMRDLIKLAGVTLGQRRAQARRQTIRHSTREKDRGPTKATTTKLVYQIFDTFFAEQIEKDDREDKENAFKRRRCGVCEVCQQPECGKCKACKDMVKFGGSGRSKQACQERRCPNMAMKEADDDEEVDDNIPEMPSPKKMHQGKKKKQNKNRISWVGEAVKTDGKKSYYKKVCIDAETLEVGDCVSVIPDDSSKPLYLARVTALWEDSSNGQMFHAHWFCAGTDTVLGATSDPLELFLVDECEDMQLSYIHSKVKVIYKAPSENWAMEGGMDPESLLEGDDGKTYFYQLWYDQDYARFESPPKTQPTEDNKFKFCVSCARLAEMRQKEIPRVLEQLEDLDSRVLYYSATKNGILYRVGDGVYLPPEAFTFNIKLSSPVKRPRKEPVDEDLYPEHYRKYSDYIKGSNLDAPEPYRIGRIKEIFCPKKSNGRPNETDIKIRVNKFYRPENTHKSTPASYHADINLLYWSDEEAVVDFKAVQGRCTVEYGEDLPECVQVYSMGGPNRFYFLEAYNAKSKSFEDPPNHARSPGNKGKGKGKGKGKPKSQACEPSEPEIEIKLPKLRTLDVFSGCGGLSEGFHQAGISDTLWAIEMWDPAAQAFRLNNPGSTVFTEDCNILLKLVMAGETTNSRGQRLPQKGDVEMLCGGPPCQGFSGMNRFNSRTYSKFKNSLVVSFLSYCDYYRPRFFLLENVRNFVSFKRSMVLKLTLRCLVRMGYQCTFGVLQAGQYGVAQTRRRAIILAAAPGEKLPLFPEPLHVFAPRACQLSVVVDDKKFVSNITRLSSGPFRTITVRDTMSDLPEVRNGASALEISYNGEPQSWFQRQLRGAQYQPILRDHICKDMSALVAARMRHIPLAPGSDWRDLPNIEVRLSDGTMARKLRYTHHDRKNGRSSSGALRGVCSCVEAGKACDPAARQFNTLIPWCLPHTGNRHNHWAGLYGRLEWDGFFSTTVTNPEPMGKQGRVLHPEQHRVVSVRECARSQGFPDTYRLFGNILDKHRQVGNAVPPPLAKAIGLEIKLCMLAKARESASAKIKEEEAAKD
NadD block – inhibitors of Staphylococcus aureus NadD. purified NadD enzyme, colorimetric absorbance read-out. inhibition, % at 20 µM. 0.78% of 360,000 active; in the data active = inhibition above about 26%; also: some compounds past the cut are filed as inactive
SKN-1 inh – C. elegans SKN-1 inhibition; C. elegans VP596 Pgst-4::GFP/RFP ratio, acrylamide-induced, 24 h; inhibition, % at 21.8 µM; 0.49% of 360,000 active; AID 624304;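 active = interference check ratio from 0.5 to 1.5 plus GFP to RFP signal ratio inhibition reaching or exceeding a fixed threshold, cut at about 30% in these data, passing the limit was not always enough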; also: some compounds called inactive have numbers as strong as hits
Numbers without * were called inactive; i = inactive; nt = not tested or not shown; + = active, no number. A portion of the library; the hit share may differ from the screen's.

canonical_smiles	LMPTP inh	STEP block	Tb MetRS inh	CendR NRP1 mod	Neddyl block	SUMO1 PPI mod	Scp-1 inhibitor	DNMT1 inh	NadD block	SKN-1 inh
Cn1c(O)c(C(=N)COc2ccccc2)c(=O)n(C)c1=O	0.3	-4	-0.4	-11	i	-2	-4	3	1	12
CCCCn1c(O)c(/C=N/N2CCOCC2)c(=O)[nH]c1=S	-1.6	5	-0.5	-2	i	3	-8	1	-3	7
N#Cc1c(Cl)nc(Cl)c2c1CCN(Cc1ccccc1)C2	0.9	3	-0.6	-25	i	10	1	11	7	18
Cc1ccccc1NC1(C#N)CCCCC1	1.4	0	-0.4	-10	i	-6	-6	0	1	-3
c1ccc(-c2nnc(C3CC(c4cccnc4)=NO3)o2)cc1 (configuration not stated)	0.1	0	0.5	-9	i	6	-6	2	2	-8
CC(C#N)CCC#N (configuration not stated)	-1.1	-1	0.3	5	i	2	-6	-2	1	5
COc1ccc(C(c2nnnn2C(C)(C)C)N2CCC3(CC2)C(=O)NCN3c2ccccc2)cc1 (configuration not stated)	5.1	6	-0.1	-2	i	10	nt	-6	2	1
Cc1ccc2c(c1)cc1c(=O)n(CC(=O)N3CCC4(CC3)OCCO4)nc(C)n12	-0.1	-2	-0.2	7	i	-14	-5	2	6	9
CC=CC(C)=CC(C)C(=O)CC(O)CC1CC(=O)NC(=O)C1 (configuration not stated)	-1.1	-2	0.4	-1	i	9	nt	1	-1	-9
CC1=C[C@@H]2c3cccc4[nH]cc(c34)C[C@H]2N(C)C1	25	-3	-0.2	44*	i	-7	-13	8	26	7
CN(C)c1ccc(C(=O)N/N=C/C23CC[C@@H](O)CC2(O)CC[C@@H]2[C@@H]3CCC3(C)C(C4=CC(=O)OC4)CCC23O)cc1 (some centres not stated)	2.3	-1	-0.2	7	i	1	0	-2	-2	-6
COc1cc2c(cc1OC)C1[C@H]3C(=CC[C@H]1OC2O)CCN3C (some centres not stated)	-0.4	1	-0.5	6	i	-1	-2	-3	-7	11
Cc1ccccc1NC(=O)Cc1nc(COC(=O)Cc2ccccc2)cs1	1.8	0	-0.4	2	i	-9	-7	-8	12	7
CN1CC(C(=O)c2ccc(Cl)cc2)C(c2ccc(Cl)cc2Cl)C1 (configuration not stated)	2.0	0	0.1	0	i	-5	-6	7	-12	12
COC(=O)c1ccc(NC(=O)NC(=O)Oc2ccccc2)cc1	-0.9	-2	-0.6	16	i	-2	-2	2	1	8
CC(C)(C)C(O)C(Oc1ccc(Cl)cc1)n1cncn1 (configuration not stated)	-1.5	-6	-0.8	-5	i	0	4	2	-5	-7
COc1ccccc1CCNC1CCCCCC1	-0.8	2	-0.6	10	i	2	-5	-13	-8	6
CC(C)NC(C)Cc1ccc(I)cc1 (configuration not stated)	-0.3	1	-0.4	4	i	10	-6	2	2	12
O=P(O)(Oc1ccccc1)OC(c1ccccc1)C(F)(F)F (configuration not stated)	-1.4	-2	-1.6	4	i	-3	9	3	10	0
CCc1n[nH]c(CCN)n1	-1.7	2	4.3	17	i	6	0	-2	-2	7
Nc1c(C(=O)NCCc2ccccc2)c2nc3ccccc3nc2n1CCN1CCOCC1	2.9	7	-1.1	8	nt	-5	-5	-18	-15	6
CCOC(=O)CNC(=O)CSP(=S)(OCC)OCC	-0.6	3	-1.3	0	i	2	-5	5	1	12
CCCCc1ccc2[nH]cc(CCN)c2c1	-0.8	3	-0.4	6	i	0	4	1	-8	6
CCC1(CC)C(=O)NC(=O)N(CCc2ccccn2)C1=O	-0.5	0	-0.4	16	i	0	-12	0	-2	2
Cc1ccc(-c2cc(-c3ccc(C)cc3)[n+](-c3ccc(C(=O)[O-])cc3)c(-c3ccc(C)cc3)c2)cc1	28	5	-0.4	-51	+	-56	11	16	17	-10
Cn1c(O)c(/C=N/N2CCOCC2)c(=O)n(C)c1=S	-0.2	0	1.1	-13	i	1	3	4	4	-8
CCCCCCC(C)(C)c1ccc([C@@H]2C[C@H](O)CC[C@H]2CCCO)c(O)c1	1.7	-1	-1.1	-6	i	3	9	-28	-9	3
C[N+]12CCC(CC1)C(C#N)(N1CCOCC1)C2 (configuration not stated)	-1.4	1	-1.0	3	i	-1	19	-2	10	-19
COc1ccc(C(=O)N2C[C@H]3C[C@@H](C2)c2cccc(=O)n2C3)cc1OC	-0.3	2	-2.0	-3	i	4	10	-1	-5	-2
COC(=O)C1=C(c2ccc(Cl)c(C(F)(F)F)c2)C[C@@H]2CC[C@H]1N2C(=O)NC1CC1	-0.3	-3	0.3	7	i	2	-11	4	-2	-3

canonical_smiles	LMPTP inh	STEP block	Tb MetRS inh	CendR NRP1 mod	Neddyl block	SUMO1 PPI mod	Scp-1 inhibitor	DNMT1 inh	NadD block	SKN-1 inh
Cc1ccc2c(c1)=C/C(=C\c1c(O)[nH]c(=O)[nH]c1=O)C(=O)N=2	0.4	0	-0.3	6	i	-9	-5	-6	1	6
COc1cccc(C2(O)CCN(Cc3ccncc3)CC2)c1	-0.5	2	-1.0	10	i	0	-1	-3	-5	-9
COP(=S)(OC)SCn1nnc2ccccc2c1=O	0.9	9	-0.2	2	i	-3	3	1	-6	-20
Cc1ccc(-n2c(O)c(C=Nc3ccc(Br)cn3)c(=O)[nH]c2=O)cc1	-0.5	4	0.1	-2	i	-1	-3	1	-3	19
COC(=O)c1ccccc1NC(=O)N1C[C@@H]2C[C@@H](C1)c1cccc(=O)n1C2	-0.5	0	-2.4	-4	i	4	1	1	1	14
O=C(Cn1cc(C(=O)c2ccccc2F)c2ccccc21)NC1CC1	-0.3	-1	1.5	9	i	2	-7	0	-4	8
CC(C)(C)C(=O)N1Cc2ccccc2-n2nncc2C1	-2.1	1	-3.3	-11	i	-1	0	7	-1	-6
O=C(C1CCN(S(=O)(=O)c2ccccc2)CC1)N1CCC2(CC1)OCCO2	1.3	-1	0.9	-6	i	-5	-1	-4	4	-18
COc1ccc(CN2C(=O)NC(=O)/C(=C\c3ccco3)C2=O)cc1	29	11	-0.6	-95	i	22	82*	86*	19	3
CSCc1nnc2n1-c1ccc(Cl)cc1C(c1ccccc1)=NC2	-0.7	3	-1.2	-1	i	2	-6	3	-4	6
COC(=O)C1=C(c2ccc(OC)c(OC)c2)C[C@@H]2CC[C@H]1N2C(=O)NCc1ccco1	-1.2	2	-0.3	-2	i	-3	-2	2	-8	3
CCCCn1c(=O)c(C(=O)Nc2ccccc2S(N)(=O)=O)c(O)c2ccccc21	0.2	3	-0.7	1	i	-1	-4	5	27	12
CCCCC(=O)N/N=C/c1c(O)n(CCc2ccccc2)c(=O)[nH]c1=O	1.1	-2	0.1	-16	+	1	-7	1	-3	-11
COc1ccc(-c2nc(CS(=O)CC(=O)N3CCC4(CC3)OCCO4)c(C)o2)cc1 (configuration not stated)	-2.0	0	-1.0	3	i	-5	-13	0	-1	1
COc1ccccc1N1CCN(Cc2ccc(SC)cc2)CC1	-1.3	2	-0.4	-1	i	0	-6	1	-1	14
CCN(CC)C(=O)c1ccc2c(c1)C1C(Cl)C(Sc3ccccc3[N+](=O)[O-])CC1C(C(=O)O)N2 (configuration not stated)	50	6	-0.8	46*	i	65*	24	64*	21	-6
Cc1nn(Cc2c(Cl)cccc2Cl)c(Cl)c1C(=O)O	-0.8	0	-0.4	-10	i	0	-3	-2	0	11
CN1c2ccc([N+](=O)[O-])cc2CC2(C(=O)NC(=O)NC2=O)C1c1ccccc1 (configuration not stated)	-1.5	0	-0.8	-7	i	-20	0	0	1	2
Cc1nn(Cc2ccccc2)c(C)c1C(=O)OCC(=O)Nc1cc(S(C)(=O)=O)ccc1Cl	2.1	-2	-0.8	-1	i	4	3	11	-2	-15
O=c1[nH]c(O)c(C=Nc2cc(F)cc(F)c2)c(=O)[nH]1	-0.1	-6	-0.9	3	i	-1	4	3	-7	13
O=C(c1ccccc1F)c1cn(CC(=O)N2CCCC2)c2ccccc12	-0.8	-3	-0.8	9	i	4	0	1	3	-6
CN(C)C(Cc1ccccc1)C(=O)c1c[nH]c2ccccc12 (configuration not stated)	-1.6	2	-0.6	-16	i	-7	-7	-8	-6	5
c1ccc(-c2ccc(CN3Cc4ccccc4-n4nncc4C3)cc2)cc1	1.7	3	-0.6	-6	i	4	nt	-2	1	14
O=S(=O)(c1ccccc1)N1Cc2ccccc2-n2nncc2C1	-1.3	4	0.0	1	i	-2	nt	5	-3	18
CC(N)C(=O)c1ccco1 (configuration not stated)	-1.9	-3	-1.1	-4	i	-1	-12	2	0	26
CCc1ccccc1NC(=O)CNC1CCCCC1	0.0	2	0.3	5	i	1	-6	2	3	3
CN(C)P(=S)(Nc1ccccc1)C(Cl)(Cl)Cl (configuration not stated)	1.0	-1	-0.2	8	i	1	-7	2	0	3
O=C1NC(=S)N(c2ccc(Br)cc2)C(=O)/C1=C/N1CCN(C(=O)c2ccco2)CC1	-5.0	-2	1.1	-175	i	10	-7	-1	3	23
O=C(c1ccccc1)c1ccccc1N=Cc1c(O)[nH]c(=O)[nH]c1=O	-1.5	0	-0.6	-50	i	13	-2	6	-2	6
C[C@]12CCC3C(CC[C@H]4C[C@@H](O)CC[C@]34C)[C@H]1C=CC2=O (some centres not stated)	0.9	-2	-0.4	4	i	1	56*	1	1	6
c1ccc(N2C3C4CC(C5CCCC54)C32)cc1 (configuration not stated)	-0.3	1	0.1	14	i	6	-10	0	1	-2
N#CCCn1cc(C(=O)Nc2ccccc2Cl)c(-c2ccc(F)cc2)n1	-1.0	-3	-0.4	10	i	1	-14	0	-9	7
O=c1ccc2cc(O[C@@H]3O[C@H](CO)[C@@H](O)[C@H](O)[C@H]3O)c(O)cc2o1	-0.2	-2	-0.7	-1	i	-3	-6	4	1	1

As a working copy, 2 of the compounds above:
canonical_smiles	LMPTP inh	STEP block	Tb MetRS inh	CendR NRP1 mod	Neddyl block	SUMO1 PPI mod	Scp-1 inhibitor	DNMT1 inh	NadD block	SKN-1 inh
N#CCCn1cc(C(=O)Nc2ccccc2Cl)c(-c2ccc(F)cc2)n1	-1.0	-3	-0.4	10	i	1	-14	0	-9	7
O=c1ccc2cc(O[C@@H]3O[C@H](CO)[C@@H](O)[C@H](O)[C@H]3O)c(O)cc2o1	-0.2	-2	-0.7	-1	i	-3	-6	4	1	1

Screening data deposited in PubChem BioAssay by several laboratories.
